esBAF inh: inhibitors of esBAF chromatin remodeling in mouse ES cells | Bmi1-luciferase knock-in reporter, 24 h; 100% = twice the neutral-well signal | hit rate 2% among 350,000 | reporter increase, % at 12.5 µM; in the data active means activation above about 40%;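 further: 0% = median of the plate's neutral control wells and 100% = double that signal; a rise in the Bmi1 reporter signal indicates esBAF inhibition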
E-selectin induc: induces E-selectin expression in human endothelial cells. HUVEC E-selectin immunofluorescence imaging; normalized: neutral wells 0, TNF-alpha wells 100. activation, % at 7.58 µM. hit rate 0.37% among 260,000. AID 686992;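 active means mean E-selectin-positive cell signal at least 10% of the positive control, reached in at least 60% of replicates, without over 20% cell loss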;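 further: in these data hits start at about 27%; measured in HUVEC primary endothelial cells; signal is the percent of cells scored E-selectin positive by PE staining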
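Test system: HUVEC | Signal: Immunofluorescence imaging | Read-out: Percent E-selectin-positive cells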
ERp5 inh: blocks human ERp5 reductase activity on insulin; hit rate 0.05% among 350,000; Q15084; ERp5 insulin aggregation, absorbance 650 nm, 90 min; AID 651711; inhibition, % at 9.99 µM;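 active means mean replicate inhibition above about 25%, with every replicate also reaching it, limit read from the data, passing the limit was not always enough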
Target sequence (Q15084 whole entry, looked up): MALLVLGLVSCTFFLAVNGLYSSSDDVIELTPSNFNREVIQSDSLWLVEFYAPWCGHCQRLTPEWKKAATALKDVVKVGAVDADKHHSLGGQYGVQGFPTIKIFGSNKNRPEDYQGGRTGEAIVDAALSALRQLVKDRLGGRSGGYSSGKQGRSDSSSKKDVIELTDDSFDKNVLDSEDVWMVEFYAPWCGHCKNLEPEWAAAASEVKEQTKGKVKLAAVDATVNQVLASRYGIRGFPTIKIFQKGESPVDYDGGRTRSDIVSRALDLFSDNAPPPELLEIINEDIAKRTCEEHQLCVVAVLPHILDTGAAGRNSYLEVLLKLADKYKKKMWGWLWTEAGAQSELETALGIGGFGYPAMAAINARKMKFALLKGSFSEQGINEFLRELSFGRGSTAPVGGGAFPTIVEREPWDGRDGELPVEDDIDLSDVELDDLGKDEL
Xi reactivation: X-chromosome reactivation activator; XiGFP mouse fibroblasts, % GFP-positive cells imaging, 3 d; cells co-treated with 5-aza-dC sensitizer; scaled so ellipticine positive control = 100%; activation, % at 7.58 µM; hit rate 0.055% among 360,000; AID 743238;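 active means mean normalized replicate activation at least 10% and every replicate at or above 10%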;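 further: 0% = median of on-plate neutral control wells and 100% = ellipticine 6 µM median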
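System: SV40-immortalized XiGFP fibroblast cells, line 68-5-11 / Incubation: 3-day compound exposure, then 15 min fixation at room temperature / Compound: single concentration per compound, delivered by pin transfer / Buffer or medium: DMEM plus 5-aza-dC sensitizer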
ERAP1 inh: inhibitors of human ERAP1 aminopeptidase | recombinant ERAP1, Leu-AMC fluorescence, 60 min | inhibition, % at 10.7 µM | hit rate 0.15% among 340,000 | AID 652197;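 active means mean replicate inhibition of at least 30%, or all replicates individually reaching that 30% level; inactive means mean below 30% and not every replicate reaching it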;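 further: 0% = neutral control wells and 100% = L-leucinethiol positive control wells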
S100A4 MyoIIA: inhibitors of human S100A4 binding to myosin IIA peptide; P26447; S100A4/TAMRA-MyoIIA peptide fluorescence polarization; inhibition, % at 10.7 µM; hit rate 0.14% among 360,000; AID 652163;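 active means mean inhibition of at least 70% across replicates, with every replicate also reaching that level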
Target sequence (P26447 whole entry, looked up): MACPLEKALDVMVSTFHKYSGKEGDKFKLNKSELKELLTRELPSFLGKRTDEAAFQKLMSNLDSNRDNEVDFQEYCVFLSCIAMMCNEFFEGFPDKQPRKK
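Test system – S100A4 monomer (human) · Compound – single-point compound testing · Schedule – 5 min incubation before reading · Probe or stimulus – TAMRA-labelled myosin IIA heavy-chain peptide probe, 5 nM · Benchmarks – neutral control DMSO, positive control TFP · Medium – Calcium-containing HEPES buffer, pH 7.2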
RAD52 anneal inh: RAD52 (human) annealing inhibition | inhibition, % at 18.7 µM | hit rate 0.46% among 360,000 | P43351 | recombinant RAD52 DNA annealing, FRET fluorescence | AID 651710;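 active means every replicate showing at least 50% inhibition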
Target sequence (P43351 whole entry, looked up): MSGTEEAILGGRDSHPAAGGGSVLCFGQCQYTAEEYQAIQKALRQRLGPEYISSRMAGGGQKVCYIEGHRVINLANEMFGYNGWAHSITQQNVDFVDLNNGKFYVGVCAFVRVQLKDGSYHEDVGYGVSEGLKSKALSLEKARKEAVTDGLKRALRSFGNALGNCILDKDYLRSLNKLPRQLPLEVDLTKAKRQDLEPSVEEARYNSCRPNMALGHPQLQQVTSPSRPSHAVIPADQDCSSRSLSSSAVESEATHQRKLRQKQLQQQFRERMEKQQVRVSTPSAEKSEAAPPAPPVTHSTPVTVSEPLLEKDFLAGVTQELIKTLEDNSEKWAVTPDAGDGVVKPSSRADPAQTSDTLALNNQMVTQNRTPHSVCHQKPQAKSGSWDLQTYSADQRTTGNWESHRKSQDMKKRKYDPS
RAD54 branch: blocks human RAD54 Holliday junction branch migration | hit rate 0.14% among 360,000 | FAM/BHQ fluorescence | Q92698 | inhibition, % at 10.4 µM;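 active means mean normalized replicate activity at least 40 and at least half of replicates scoring 40 or more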;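 further: 0% = median of neutral control wells and 100% = median of positive control wells; inhibitors cause a drop in the FAM fluorescence signal; in these data hits start at about 50%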
Active calls of the source: *; . = no result given. Not a hit list (roughly 2.5% active in at least one column).

SMILES	esBAF inh	E-selectin induc	ERp5 inh	Xi reactivation	ERAP1 inh	S100A4 MyoIIA	RAD52 anneal inh	RAD54 branch
O=C(Nc1cccc(F)c1)N1CC(=O)N2[C@H](C1)[C@H](c1ccc(Br)cc1)[C@@H]2CO	.	0.8	0	0.3	2	2	1	.
O=C(C[C@H]1C[C@H]2c3cc(NC(=O)c4ccc5c(c4)OCO5)ccc3O[C@H]2[C@@H](CO)O1)NCc1ccc(Oc2ccccc2)cc1	12	14	-7	0.0	3	-7	-1	7
CCOCCCNCc1c(Cl)cccc1Cl	.	-1.7	16	0.0	-1	-4	-4	.
CC(C)Cc1cc(C(=O)N2CCN(C(c3ccccc3)c3ccccc3)CC2)no1	-1	0.2	0	0.0	0	0	-2	0
COc1ccc(C(=O)OCCN2CCCCC2)cc1	8	.	3	0.1	-3	20	-23	6
COc1ccc(N2CCN(c3ncnc4nc[nH]c34)CC2)cc1	-3	-0.9	1	0.1	4	3	-15	0
CCOC(=O)C1(CCC(=O)OCc2ccccc2)CCCCC1=O (configuration not stated)	-3	0.7	-3	0.1	4	2	-4	1
Cc1cccc(C)c1OCc1cc(C(=O)NC2CCC(O)CC2)no1 (configuration not stated)	1	-0.4	-3	0.2	-3	2	-18	3
COc1cc(Cl)c(NS(=O)(=O)c2cc3[nH]c(=O)c(=O)[nH]c3cc2C)c(OC)c1	-2	0.0	-1	0.3	.	-8	3	-2
Cc1cc(-c2[nH]nc3c2C(c2ccc(Cl)cc2)C(C#N)=C(N)O3)c(C)s1 (configuration not stated)	-11	.	-7	.	13	0	-14	-1
O[C@H]1C[C@H](c2ccccc2)N(Cc2cccs2)C[C@@H]1n1cc(C2CC2)nn1	14	-0.1	-1	0.8	2	6	-17	-1
Cc1noc(C)c1NC(=O)Nc1ccc2c(c1)C(=O)N([C@H](C)CO)C[C@H](C)[C@H](CN(C)Cc1ccc(Cl)c(Cl)c1)OCCCC[C@H](C)O2	1	0.0	2	0.0	-3	9	13	-5
CCCC(=O)Nc1ccc2c(c1)C(=O)N(C)C[C@@H](OC)[C@@H](C)CN(Cc1cccc(F)c1)[C@H](C)CO2	0	-0.2	-3	0.0	2	1	3	2
COc1ccc2c3c(n(C)c2c1)[C@@H](CO)N(C(=O)C1CCC1)CC31CCN(C(=O)CN(C)C)CC1	.	0.0	-4	0.2	-1	2	4	.
O=C(CN1CCC(NC(=O)Nc2ccccc2)CC1)Nc1cccc([N+](=O)[O-])c1	1	.	3	0.1	-3	-7	7	1
O=C(NNS(=O)(=O)c1ccccc1[N+](=O)[O-])c1cc2ccccc2cc1O	2	-0.3	-3	0.4	7	0	-9	-5
CC(C)OC(=O)[C@@H](Cc1ccccc1)N[C@H](/C=C/c1ccccc1)[C@@H](O)Cc1ccccc1	.	1.4	-1	0.0	-1	-2	-7	.
CCCNC(=O)Nc1ccc2c(c1)C(=O)N(C)C[C@@H](OC)[C@@H](C)CN[C@@H](C)CO2	-4	0.9	-1	0.0	-4	111*	-2	-2
O=C(O)C1CCN(S(=O)(=O)c2ccc(Cl)s2)CC1	1	-1.3	-2	0.0	0	1	-51	0
COc1ccc(CN(C)C[C@H]2OCCCC[C@H](C)Oc3ccc(N(C)C)cc3C(=O)N([C@H](C)CO)C[C@H]2C)cc1	2	-0.3	-4	-0.8	0	-21	6	-23
Cc1ccc(CNc2nnnn2C)cc1	-9	0.2	-7	0.1	-3	-1	-7	-2
CCN(C1CCCCC1)S(=O)(=O)c1cn(C)c(=O)n(C)c1=O	15	0.7	-2	0.3	1	-1	4	8
COCCNC(=O)CN(C(=O)c1ccc(N2CCCC2)nc1)c1ccc(F)c(Cl)c1	5	2.1	3	0.1	-2	-9	-9	1
Cc1ccc(S(=O)(=O)/C(=C\N(C)C)c2cnc(Cl)s2)cc1	.	1.6	-2	0.3	4	-2	-26	0
COc1ccccc1OCc1nc2ccccc2n1C	48*	0.2	-2	0.3	-1	-1	-11	4
CCCN1C(=O)C(O)(c2c(C)[nH]c3ccccc23)c2ccccc21 (configuration not stated)	11	.	-8	0.0	.	-1	-16	-9
C[C@H](CO)N1C[C@H](C)[C@H](CN(C)C(=O)Nc2ccccc2)Oc2ccc(NS(=O)(=O)c3ccccc3)cc2CC1=O	-2	0.2	4	0.0	3	4	4	2
Cc1cc(NC(=O)C2(C)CCN2C(C)C)c2ccccc2n1 (configuration not stated)	-2	-0.1	0	0.1	1	3	-10	7
COc1ccc(OC)c(CNc2ncc(-c3cccc([N+](=O)[O-])c3)n2C)c1	0	.	1	0.0	2	6	9	-1
CC(C(=O)Nc1ccccc1C#N)N1C(=O)NC2(CCCCCC2)C1=O (configuration not stated)	-1	1.2	5	-0.1	-1	0	-3	3

Structural class, those above containing a thiophene ring, fused or not
SMILES	esBAF inh	E-selectin induc	ERp5 inh	Xi reactivation	ERAP1 inh	S100A4 MyoIIA	RAD52 anneal inh	RAD54 branch
Cc1cc(-c2[nH]nc3c2C(c2ccc(Cl)cc2)C(C#N)=C(N)O3)c(C)s1 (configuration not stated)	-11	.	-7	.	13	0	-14	-1
O[C@H]1C[C@H](c2ccccc2)N(Cc2cccs2)C[C@@H]1n1cc(C2CC2)nn1	14	-0.1	-1	0.8	2	6	-17	-1
O=C(O)C1CCN(S(=O)(=O)c2ccc(Cl)s2)CC1	1	-1.3	-2	0.0	0	1	-51	0

Additional structures
SMILES	esBAF inh	E-selectin induc	ERp5 inh	Xi reactivation	ERAP1 inh	S100A4 MyoIIA	RAD52 anneal inh	RAD54 branch
CO[C@H]1CN(C)C(=O)c2cc(NC(C)=O)ccc2OC[C@@H](C)N(CC2CCCCC2)C[C@@H]1C	-3	-0.2	.	-0.2	.	.	.	8
C/C=C/c1ccc(OCC(=O)Nc2ccc(C(N)=O)cc2)c(OC)c1	.	.	8	0.0	-2	-4	-1	.
COc1ccc(NC(=O)/C(C#N)=C\c2ccc(-c3cccc(C(=O)O)c3C)o2)cc1	26	0.0	4	0.0	4	-4	-13	-1
COc1ccc(C(c2oc(CO)cc(=O)c2O)c2oc(CO)cc(=O)c2O)cc1	.	-0.1	2	0.0	1	3	-6	.
CC(NC(=O)c1ccc2c(c1)OCO2)C1CCCO1 (configuration not stated)	10	.	-6	.	3	0	-3	-2
COc1ccc(NC(=O)C2CCN(S(=O)(=O)c3c(C)noc3C)CC2)cc1	2	.	-2	0.0	-6	7	0	-3
O=C(CSc1nnc(NC(=O)Cc2ccc(F)cc2)s1)NCc1ccco1	-5	7.2	3	0.0	-2	-1	-12	8
COc1ccccc1NC(=O)N[C@H]1C=C[C@H](CC(=O)NCc2ccc(Cl)c(Cl)c2)O[C@@H]1CO	17	-0.6	-4	0.3	-1	1	-8	-3
O=c1cc(O)c2ccccc2n1Cc1ccccc1	4	14	1	-0.1	-3	0	-2	4
O=C(O)c1cncc(SCc2ccccc2)n1	.	.	-2	0.2	1	-11	-9	.
C[C@H]1CN([C@@H](C)CO)S(=O)(=O)c2ccc(C#CC(C)(C)O)cc2O[C@@H]1CN(C)Cc1ccccc1	3	0.3	8	-0.3	0	24	-1	-3
COc1cc(OC)cc(C(=O)NNC(=O)CCC2CCCC2)c1	-1	.	2	0.0	5	10	-7	-4
Cc1ccccc1CNC(=O)c1cc(COc2ccc(F)cc2F)on1	.	1.0	3	-0.1	2	3	-11	.
CO[C@@H]1CN(C)C(=O)c2cc(NC(=O)NC(C)C)ccc2OC[C@H](C)N(C(=O)CN(C)C)C[C@@H]1C	-3	-0.1	4	0.9	-3	-2	3	12
CC(=O)Nc1cccc(-c2ccnc3c2CC(C(=O)Nc2ccc(C(C)C)cc2)O3)c1 (configuration not stated)	5	0.7	13	0.1	-2	-2	-9	6
COc1cc(C(=O)Nc2ccc3c(c2)CCCN3C(=O)c2ccco2)c([N+](=O)[O-])cc1OC	-1	-1.3	4	-0.1	3	1	-5	-6
COc1ccc(S(=O)(=O)N(C)C[C@@H]2Oc3c(NS(=O)(=O)c4ccccc4)cccc3C(=O)N([C@H](C)CO)C[C@@H]2C)cc1	-1	-0.6	9	-1.1	2	1	13	-5
O=C(CNS(=O)(=O)c1ccccc1)N1CCN(Cc2ccccc2)CC1	.	-0.3	6	0.1	-1	1	-13	-5
O=C(Cc1cccnc1)N1CC(=O)N2[C@H](CO)[C@H](c3ccc(C#CC4CCCCC4)cc3)[C@H]2C1	.	2.6	0	0.0	.	.	-3	.
O=C(C[C@@H]1CC[C@H]2NC[C@H](O)COC[C@@H]2O1)NCCN1CCCC1	.	0.1	2	0.3	-1	9	-9	.
CC(Oc1ccc(Br)cc1)C(=O)NCC(c1ccco1)N1CCCCC1 (configuration not stated)	0	0.1	2	0.0	-4	-11	-10	-2
O=C(NC1CCN(S(=O)(=O)c2ccc(F)cc2)CC1)c1cccc(F)c1	-2	.	6	0.0	-2	-3	-22	-9
CCCNC(=O)N(C)C[C@@H]1Oc2ncc(C#CCC3CCCC3)cc2C(=O)N([C@H](C)CO)C[C@H]1C	-3	0.0	-7	-0.7	-4	-6	-12	2
C[C@@H]1C(=O)O[C@H]2[C@H](O)[C@@]34[C@H]5C[C@@H](C(C)(C)C)[C@]36[C@@H](OC(=O)[C@@H]6O)O[C@@]4(C(=O)O5)[C@@]12O	-6	.	2	0.0	3	3	-8	-15
CNC(=O)CSc1nnc(-c2ccco2)n1-c1ccccc1	-2	.	-1	0.0	0	-1	-15	-6
CCCC#Cc1cnc2c(c1)C(=O)N([C@@H](C)CO)C[C@@H](C)[C@H](CN(C)S(=O)(=O)c1cccc(OC)c1)O2	7	0.1	-1	-0.3	1	4	0	8
COCOCCn1cc(CN2CCS(=O)(=O)N(Cc3ccc(-c4ccccc4)cc3)C(CC(C)C)C2=O)nn1 (configuration not stated)	3	-0.4	2	0.7	9	-4	3	8
O=C(O)C1Nc2ccc(C(F)(F)F)cc2C2OCCC12 (configuration not stated)	-8	0.2	.	0.3	.	.	.	11

Source: PubChem
